# SENP8 block-1 – blocks human SENP8 cleavage of Nedd8 substrate; Q96LD8; recombinant SENP8, Nedd8 substrate fluorescence; inhibition, % at 20 µM; 360,000 compounds, 0.64% hits; AID 602440; in the data active = inhibition mostly above about 40%, no sharp cut-off; inactive = mostly below about 27%
# UBC13 inh – human UBC13 polyubiquitination inhibition. UBC13 polyubiquitin chain formation, TR-FRET. inhibition, % at 20 µM. 330,000 compounds, 0.47% hits. AID 485273; in the data active = inhibition above about 45%, passing the limit was not always enough
# Target sequence (P61088 whole entry, looked up): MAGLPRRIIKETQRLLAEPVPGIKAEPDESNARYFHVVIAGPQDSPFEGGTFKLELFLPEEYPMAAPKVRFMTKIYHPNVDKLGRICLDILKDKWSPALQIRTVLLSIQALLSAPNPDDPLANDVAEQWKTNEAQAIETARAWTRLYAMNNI
# HKDC1 inhibitor – HKDC1 (human) hexokinase inhibition; Q2TB90; recombinant HKDC1, G6PDH/diaphorase resazurin coupled fluorescence; inhibition, % at 20 µM; 340,000 compounds, 0.16% hits;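 active = inhibition above about 35% when tested at 20 µM, limit read from the data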;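 also: plate controls were DMSO wells with enzyme for no effect and DMSO wells lacking enzyme for full effect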
# Target sequence (Q2TB90 whole entry, looked up): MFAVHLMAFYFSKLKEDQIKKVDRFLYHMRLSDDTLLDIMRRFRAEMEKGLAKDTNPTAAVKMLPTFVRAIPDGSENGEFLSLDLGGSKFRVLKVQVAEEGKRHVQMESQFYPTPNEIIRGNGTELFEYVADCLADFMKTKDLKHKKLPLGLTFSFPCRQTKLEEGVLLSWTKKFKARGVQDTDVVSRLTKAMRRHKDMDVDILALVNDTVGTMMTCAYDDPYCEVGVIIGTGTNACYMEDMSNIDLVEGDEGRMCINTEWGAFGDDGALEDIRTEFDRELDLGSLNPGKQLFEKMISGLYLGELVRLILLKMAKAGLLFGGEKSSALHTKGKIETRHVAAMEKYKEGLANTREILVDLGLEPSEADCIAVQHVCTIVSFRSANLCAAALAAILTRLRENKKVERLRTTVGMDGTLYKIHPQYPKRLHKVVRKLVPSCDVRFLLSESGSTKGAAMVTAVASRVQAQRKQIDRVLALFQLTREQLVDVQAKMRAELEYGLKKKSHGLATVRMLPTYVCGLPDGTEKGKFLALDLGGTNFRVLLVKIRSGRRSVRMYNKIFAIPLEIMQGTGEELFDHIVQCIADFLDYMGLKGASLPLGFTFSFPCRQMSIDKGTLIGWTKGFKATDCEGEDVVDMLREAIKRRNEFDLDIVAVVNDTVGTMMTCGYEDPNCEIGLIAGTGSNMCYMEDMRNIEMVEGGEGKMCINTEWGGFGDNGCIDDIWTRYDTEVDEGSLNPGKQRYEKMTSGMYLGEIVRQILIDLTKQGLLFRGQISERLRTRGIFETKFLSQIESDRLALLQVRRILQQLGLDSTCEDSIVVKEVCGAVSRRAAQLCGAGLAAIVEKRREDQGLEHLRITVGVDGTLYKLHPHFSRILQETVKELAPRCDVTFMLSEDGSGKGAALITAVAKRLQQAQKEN
#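 test system = in-house recombinant HK5 (HKDC1) enzyme | amount = HKDC1 at 5 µg/mL | control set = DMSO-enzyme wells negative, buffer-substituted wells positive | compound = one dose of 20 µM, 1% DMSO | schedule = reaction time 90 min, room temperature, protected from light | technique = resorufin fluorescence at 613 nm | reagent = glucose with 1 mM ATP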
# SENP8 block-2 – blocks the human protease SENP8; purified SENP8, Z-RLRGG-aminoluciferin cleavage, luminescence; inhibition, % at 10 µM; 330,000 compounds, 1.2% hits; AID 2540; in the data active = inhibition above about 50%
# beta cell repl – MIN6 beta-cell proliferation induction; MIN6 cells proliferation, ATPlite luminescence, 48 h; cells starved in 0.2% serum; 100% = growth in 10% serum; proliferation, % at 10 µM; 330,000 compounds, 0.29% hits;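 active = compounds whose signal lies at least 3.5 SD above the mean of all wells on their plate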;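 also: 0% = DMSO-treated cells in low-serum medium and 100% = 10% serum control; some compounds called inactive have numbers as strong as hits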
# SENP1 FRET inh – SENP1 (human) catalytic domain inhibition | recombinant SENP1 catalytic domain, CyPet-SUMO1-YPet FRET cleavage | inhibition, % at 10 µM | 360,000 compounds, 0.21% hits;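 active = inhibition at least 30% at 10 µM, raw YFP signal under a set limit, fluorescence ratio 0.5 to 1.5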;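 also: 0% = enzyme with DMSO and 100% = no enzyme wells; some results filed as inactive read as strong as hits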
#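 Assay system: hSENP1 catalytic domain, recombinant. Amount: SENP1 enzyme, 20 pM final. Schedule: 50 min reaction, RT, dark. Technique: FRET, CFP and YFP emission. Control set: no-enzyme wells low, DMSO-plus-enzyme wells high control.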
# SENP6 block – SENP6 protease inhibition. 330,000 compounds, 1.8% hits. inhibition, % at 10 µM. Recombinant SENP6 catalytic domain, aminoluciferin luminescence. Q9GZR1;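 active = inhibition above about 50% at the single tested dose, limit read from the data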;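 also: plate controls were DMSO wells with enzyme for no effect and DMSO wells lacking enzyme for full effect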
# PfGluPho inh – PfG6PD (Plasmodium falciparum) enzyme inhibition | PfGluPho enzyme, NADPH resazurin-diaphorase fluorescence | inhibition, % at 20 µM | 350,000 compounds, 0.78% hits | AID 504690;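 active = inhibition reaching at least a set limit at 20 µM in the primary screen, cut at about 59% in these data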;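 also: 0% = DMSO wells with substrate and 100% = DMSO wells lacking glucose-6-phosphate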
# SENP7 inh – SENP7 protease inhibition. Q9BQF6. 330,000 compounds, 1.5% hits. recombinant SENP7, Z-RLRGG-aminoluciferin luminescence, 40 min. AID 434973. inhibition, % at 5 µM;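 active = inhibition above about 50% at the single test dose, limit read from the data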;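 also: plate controls were DMSO with enzyme for no effect and no enzyme buffer wells for full effect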
# Active calls of the source: *; i = inactive; / = no result given.
no.	SMILES	SENP8 block-1	UBC13 inh	HKDC1 inhibitor	SENP8 block-2	beta cell repl
1	Cc1nn(-c2ccccc2Cl)c(Cl)c1/C=N/Nc1cccc(C(=O)O)c1	-7	-18	5	97*	-2
2	Cc1cc(C)c2c(N)c3cccc(C)c3nc2n1	-373	/	-5	/	/
3	Cc1nc2c(C(=O)NCCc3ccccc3)c[nH]n2c(=O)c1Cl	-108	0	4	4	-2
4	Cc1cccc2nc3c(nc12)CCCC3	-1	3	-4	2	-1
5	N/C(=N/O)C(c1ccccc1)c1ccccc1	16	-14	-7	-21	2
6	Cc1ccc(CNC(=O)CN(C(=O)C2(C)CC(=O)N=C3C=CC=CN32)c2ccccc2)cc1 (stereo not drawn)	-313	15	-5	11	1
7	COc1ccc(NC(=O)C(c2ccc(OC)cc2)N(C)C(=O)CNC(C)=O)cc1 (stereo not drawn)	19	3	-3	-2	0
8	O=S(=O)(NCc1csc(-c2ccccc2)n1)c1ccc(Cl)s1	9	11	1	2	2
9	O=C(NCc1ccccc1Cl)c1ccc(CS(=O)(=O)c2ccccc2)o1	12	-3	-3	-1	3
10	CCOC(=O)N1CCN(C(=O)CN(c2ccc(C)cc2)S(=O)(=O)c2c(C)noc2C)CC1	13	7	-6	2	-2

no.	SENP1 FRET inh	SENP6 block	PfGluPho inh	SENP7 inh
1	3	97*	-21	95*
2	-26	/	0	/
3	1	6	8	-2
4	1	9	-14	2
5	-1	10	-1	-1
6	2	27	0	1
7	1	6	8	0
8	0	-10	99*	4
9	-1	-7	-3	-2
10	0	-9	2	-3

# (cont.)
no.	SMILES	SENP8 block-1	UBC13 inh	HKDC1 inhibitor	SENP8 block-2	beta cell repl
11	Cc1nn(-c2ccc([N+](=O)[O-])cc2)c(N)c1-c1ccccc1	15	2	-3	1	-3
12	CCCN(CC(=O)Nc1ccccc1C)C(=O)c1ccc2[nH]c3c(c2c1)CC(C)CC3 (stereo not drawn)	-10	-16	6	-16	-7
13	CCOC(=O)C(=CNc1ncccc1C)C(=O)OCC	6	-4	-4	-4	2
14	C=CCn1c(-c2cccc(S(=O)(=O)N(CC)CC)c2)n[nH]c1=S	-30	3	-10	6	2
15	O=C(c1c(F)c(F)c(F)c(F)c1F)N1CCN(c2cccc(C(F)(F)F)c2)CC1	11	8	4	-1	-6
16	O=C1CC(=O)N(c2ccccc2)N1c1ccccc1	3	5	-5	2	0
17	Cc1cc(=O)[nH]c(SCC(=O)c2ccc(F)c(C)c2)n1	10	-14	0	-12	-3
18	CC(C)CN(C(=O)CSc1nc2ccccc2c(=O)[nH]1)c1c(N)n(CC(C)C)c(=O)[nH]c1=O	9	-9	0	5	-4
19	O=C(NCc1ccccc1Cl)C1CCCN(S(=O)(=O)c2cccc3nonc23)C1 (stereo not drawn)	7	3	2	1	0
20	ClCC1NCC(c2ccccc2Cl)c2c1[nH]c1ccccc21 (stereo not drawn)	-25	6	18	-5	-5

no.	SENP1 FRET inh	SENP6 block	PfGluPho inh	SENP7 inh
11	5	-32	11	-1
12	-32	-2	37	-8
13	4	-30	-10	2
14	0	3	27	0
15	1	-3	4	-1
16	-1	-3	-9	7
17	-1	-3	-10	12
18	0	5	-17	3
19	2	-16	4	7
20	-36	-41	36	4

# Following part:
no.	SMILES	SENP8 block-1	UBC13 inh	HKDC1 inhibitor	SENP8 block-2	beta cell repl
21	COc1ccc2[nH]c(C)c(CCNc3ccc(C(F)(F)F)cc3[N+](=O)[O-])c2c1	17	-2	-3	5	0
22	CC(c1ccccc1)n1c(-c2ccc(C(C)(C)C)cc2)n[nH]c1=S (stereo not drawn)	-3	-1	-2	6	-2
23	O=C(CSc1nnnn1-c1cccc(F)c1)Nc1nc2ccccc2s1	11	9	7	4	3
24	O=C(Nc1ccc(F)cc1)N1CCC(c2nc3c(nnn3Cc3cccc(Cl)c3)c(=O)[nH]2)CC1	7	18	0	-8	-5
25	COc1ccc(N2CCN(c3oc(-c4ccccc4OC)nc3C#N)CC2)cc1	-32	10	-2	3	-2
26	O=C(NCc1ccco1)C1CCC(N2C(=O)c3ccccc3C2=O)CC1 (stereo not drawn)	5	10	11	-4	-3
27	CC(C)(C)c1ccc(C(=O)NCCNC(=O)c2ccco2)cc1	3	-3	4	-5	-3
28	CCN(/C(N)=N/c1nc(C)cc(C)n1)c1ccccc1	8	11	-2	-2	0
29	Cc1ccc(NC(=O)Nc2ccc(Cl)cn2)cc1	7	/	-4	/	/
30	CCOc1ccccc1CN1CCNC(=O)C1CC(=O)NC1CCCCCC1 (stereo not drawn)	-17	-4	-4	-14	4

no.	SENP1 FRET inh	SENP6 block	PfGluPho inh	SENP7 inh
21	3	19	13	0
22	2	-22	7	-1
23	-1	6	-18	1
24	2	4	2	-9
25	1	13	17	-7
26	-1	-45	-15	3
27	0	-5	-2	-6
28	-1	0	9	-6
29	-2	/	10	/
30	-6	-12	-4	-12

# Other entries follow:
no.	SMILES	SENP8 block-1	UBC13 inh	HKDC1 inhibitor	SENP8 block-2	beta cell repl
31	CC(Nc1nc(-c2ccccc2)nc2ccccc12)c1ccccc1 (stereo not drawn)	-14	22	-2	10	-6
32	CCC1CCCCN1C(=O)c1cc(S(=O)(=O)N2CCOCC2)ccc1C (stereo not drawn)	-4	5	-5	-1	-3
33	CCC(N=c1cc(-c2ccc(OC)cc2)oc2ccc(C)cc12)C(=O)O (stereo not drawn)	-414	12	-6	17	0
34	c1ccc(OCc2noc(CN3CC[C@@H]4CCCC[C@H]4C3)n2)cc1	21	-5	1	7	-2
35	O=C(C[C@H]1C/C=C\CC[C@@H](Cc2ccc(F)cc2)C(=O)OCCNC1=O)NCCO	19	2	0	0	2
36	COc1cc(/C=C(\C#N)c2ccccn2)ccc1OCC(=O)Nc1c(Cl)cccc1Cl	-116	/	-12	/	/
37	COc1ccc(CC(=O)Nc2ccc(NC(=O)c3ccc(Br)cc3)cc2)cc1OC	-21	-10	-2	-1	-2
38	Cc1nnc(Sc2nc3c(c(=O)[nH]c(=O)n3C)n2CCc2ccccc2)s1	14	0	-2	-12	4
39	O=C(COC(=O)c1ccccc1OCc1ccc(Cl)cc1)NCC1CCCO1 (stereo not drawn)	18	-10	-3	-12	-3
40	COCc1cnc(C)nc1N	6	4	10	1	0

no.	SENP1 FRET inh	SENP6 block	PfGluPho inh	SENP7 inh
31	0	15	24	-1
32	-1	0	-11	3
33	-26	52*	1	14
34	2	0	1	-3
35	2	0	-15	17
36	-28	/	-11	/
37	1	12	-11	-16
38	-1	-4	2	11
39	-1	-8	3	-5
40	1	-20	12	-5

# New compounds follow:
no.	SMILES	SENP8 block-1	UBC13 inh	HKDC1 inhibitor	SENP8 block-2	beta cell repl
41	COc1ccc(NC(=O)CCn2nnc(-c3ccc(C)cc3)n2)cc1OC	28	-20	2	-6	-4
42	COc1ccc(NC(=O)CN2c3cccc4cccc(c34)S2(=O)=O)cc1	i	0	4	-1	-3
43	COc1ccc(NC(=O)CSc2nc3nc(C)cc(C)n3n2)cc1	2	3	2	-1	-2
44	O=C(NN/C(=N/S(=O)(=O)c1ccc(Cl)cc1)c1ccccc1)c1cccc(Cl)c1	20	0	1	71*	4
45	COc1ccc(NC(=O)CN(C)C(=O)/C=C/c2cn(-c3ccccc3)nc2-c2ccc(C)cc2)cc1	-46	-12	1	-13	-6
46	COc1cc(C(=O)NCCCN(C)C)ccc1OCC(=O)Nc1cccc(C(F)(F)F)c1	2	10	7	15	-2
47	CCOc1ccc(CN(C)CC(=O)NCc2ccc(F)cc2)cc1	2	-8	-10	-3	-5
48	CCC(Cc1ccccc1)NC(=O)C1CC1 (stereo not drawn)	6	-7	-5	-3	-3
49	O=C(CSc1ccc2nnc(CCNC(=O)c3ccccc3)n2n1)NCc1ccc(F)cc1	-10	-5	-5	2	0
50	Cn1cccc1Cc1nnc(SCC(=O)Nc2ccc3c(c2)OCCO3)n1CCc1ccccc1	2	15	-1	6	-5

no.	SENP1 FRET inh	SENP6 block	PfGluPho inh	SENP7 inh
41	4	-25	9	-5
42	-1	6	-6	6
43	0	-28	12	-5
44	2	86*	18	85*
45	-3	-8	16	-14
46	2	-2	-1	-3
47	-2	1	15	-8
48	2	-2	-22	-17
49	0	-4	4	4
50	-1	6	5	4

# The results go on.
no.	SMILES	SENP8 block-1	UBC13 inh	HKDC1 inhibitor	SENP8 block-2	beta cell repl
51	CC(C)CN(C(=O)CSc1ccc2c(c1)OCCO2)c1c(N)n(CC(C)C)c(=O)[nH]c1=O	-12	-6	-4	-7	-2
52	O=C1c2ccccc2C(=O)N1CSc1nnnn1-c1ccccc1	15	1	-2	-6	-1
53	CC12CCCCC1c1ccccc1C(=NCC(=O)O)N2 (stereo not drawn)	6	6	-4	-1	-1
54	Cc1ccc(C(=O)OCn2nnc3ccccc3c2=O)cc1[N+](=O)[O-]	25	-12	-10	-15	-1
55	Cc1nc2ccc(NC(=O)COc3ccccc3[N+](=O)[O-])cc2s1	3	-4	-8	0	0
56	CCOc1cc(CNCc2ccncc2)cc(Cl)c1OC	17	-1	-13	1	0
57	NC(=O)CCCCC(=O)OCCCc1cccs1	17	1	-9	-8	0
58	Cc1[nH]c(=O)[nH]c(=O)c1NC(=O)c1sc2nc3c(C)cccc3cc2c1N	-75	-19	-4	-9	0
59	O=C(c1ccc(Cl)c(S(=O)(=O)N2CCCCCC2)c1)N1CCCCC1	8	-6	-6	2	-4

no.	SENP1 FRET inh	SENP6 block	PfGluPho inh	SENP7 inh
51	-10	-8	-15	12
52	0	-2	10	-3
53	-3	0	-4	0
54	5	-17	-12	-5
55	1	-1	-11	-6
56	4	8	3	0
57	2	-23	-7	4
58	54	-3	26	1
59	0	3	-9	-2

# Of the compounds above, 9 have an aryl thioether with sulfur outside any ring:
no.	SMILES	SENP8 block-1	UBC13 inh	HKDC1 inhibitor	SENP8 block-2	beta cell repl
17	Cc1cc(=O)[nH]c(SCC(=O)c2ccc(F)c(C)c2)n1	10	-14	0	-12	-3
18	CC(C)CN(C(=O)CSc1nc2ccccc2c(=O)[nH]1)c1c(N)n(CC(C)C)c(=O)[nH]c1=O	9	-9	0	5	-4
23	O=C(CSc1nnnn1-c1cccc(F)c1)Nc1nc2ccccc2s1	11	9	7	4	3
38	Cc1nnc(Sc2nc3c(c(=O)[nH]c(=O)n3C)n2CCc2ccccc2)s1	14	0	-2	-12	4
43	COc1ccc(NC(=O)CSc2nc3nc(C)cc(C)n3n2)cc1	2	3	2	-1	-2
49	O=C(CSc1ccc2nnc(CCNC(=O)c3ccccc3)n2n1)NCc1ccc(F)cc1	-10	-5	-5	2	0
50	Cn1cccc1Cc1nnc(SCC(=O)Nc2ccc3c(c2)OCCO3)n1CCc1ccccc1	2	15	-1	6	-5
51	CC(C)CN(C(=O)CSc1ccc2c(c1)OCCO2)c1c(N)n(CC(C)C)c(=O)[nH]c1=O	-12	-6	-4	-7	-2
52	O=C1c2ccccc2C(=O)N1CSc1nnnn1-c1ccccc1	15	1	-2	-6	-1

no.	SENP1 FRET inh	SENP6 block	PfGluPho inh	SENP7 inh
17	-1	-3	-10	12
18	0	5	-17	3
23	-1	6	-18	1
38	-1	-4	2	11
43	0	-28	12	-5
49	0	-4	4	4
50	-1	6	5	4
51	-10	-8	-15	12
52	0	-2	10	-3
